# Yfh1-depleted yeast: enhancers of respiration in Yfh1-depleted yeast, dose response, Friedreich's ataxia, plus single-dose screen (AID 1465); S. cerevisiae Yfh1-off respiration, WST-1 reduction, 72 h; higher fold induction means a stronger effect; one-dose fold induction at 50 µM; EC50 in µM for titrated hits; actives 0.074% (n = 220,000);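 active means fold induction of absorbance versus untreated yeast above a set limit, then at least 30% activation at any dose in follow-up; inconclusive means repeats straddling the limit, or above it without dose testing; inactive means fold induction below the set limit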;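 further: activators that raise dye reduction in frataxin-depleted yeast; strong numbers were not always called active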
# SV40 large T antigen: SV40 large T antigen inhibitors, biochemical (AID 1903) | one-dose inhibition, % at 20 µM; IC50 in µM for titrated hits | actives 0.39% (n = 310,000) | SV40 large T antigen ATPase/helicase inhibition assay; higher % means a stronger effect; in the data active means a potency from the dose series; inconclusive means inhibition mostly from about 32% at the one dose, without a potency; inactive means the rest, 99 in 100 with inhibition below about 32%; further: strong numbers were not always called active
# NTR1 agonist: agonists of NTR1, primary screen, imaging, U2OS cells, beta-arrestin-GFP, high content (AID 493036). Neurotensin receptor type 1 (Homo sapiens), P30989. NTR1-U2OS beta-arrestin-GFP spot imaging, agonist mode. activation, % at 20 µM. actives 0.17% (n = 330,000);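 active means activation at or above 40% of the spot to cytoplasm intensity ratio, with at least 20 cells analyzed; inconclusive means wells under 20 cells, flagged as cytotoxic or low count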;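 further: 0% = DMSO without peptide and 100% = 100 nM NTR1 peptide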
# Target sequence (P30989 whole entry, looked up): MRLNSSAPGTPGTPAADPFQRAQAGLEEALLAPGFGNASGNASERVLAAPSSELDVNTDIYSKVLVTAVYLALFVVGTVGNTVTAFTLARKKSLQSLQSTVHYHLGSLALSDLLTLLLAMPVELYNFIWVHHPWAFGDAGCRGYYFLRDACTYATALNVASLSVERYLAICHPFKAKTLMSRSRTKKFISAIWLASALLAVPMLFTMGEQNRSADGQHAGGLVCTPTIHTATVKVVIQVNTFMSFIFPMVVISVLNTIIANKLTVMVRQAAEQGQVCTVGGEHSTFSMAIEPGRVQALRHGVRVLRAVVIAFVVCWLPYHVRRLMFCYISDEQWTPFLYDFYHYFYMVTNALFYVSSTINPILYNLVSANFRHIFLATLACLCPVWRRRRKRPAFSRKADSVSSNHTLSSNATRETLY
# GPR35 arrestin U2OS: GPR35 antagonists blocking zaprinast-driven arrestin recruitment, primary screen, imaging, U2OS, beta-arrestin-GFP, zaprinast agonist (AID 2058); G-protein coupled receptor 35 (Homo sapiens); U2OS GPR35 beta-arrestin-GFP translocation imaging, zaprinast antagonism; higher % means a stronger effect; one-dose inhibition, % at 10 µM; IC50 in µM for titrated hits; actives 0.052% (n = 290,000);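 active means inhibition of at least 50% with at least 30 cells and total cytoplasm GFP at most 10,000,000; inconclusive means under 30 cells or total GFP of 10,000,000 plus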
# Rac1 GTP hydrolysis: MgcRacGAP GTPase-activating activity inhibitors, confirmation, biochemical, ADP Hunter fluorescence; Rac GTPase-activating protein 1 (Homo sapiens); MgcRacGAP-stimulated Rac1 GTP hydrolysis, ADP Hunter fluorescence; higher % means a stronger effect; GST-tagged Rac1 F28L mutant substrate; inhibition, % at 30 µM; hits with a dose series show IC50 in µM; actives 0.6% (n = 340,000);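 active means first-screen hits whose inhibition reached a set limit at any dose in the follow-up dose series; inconclusive means inhibition above the set first-screen limit but never retested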;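 further: fluorescence reports GDP produced by GAP-driven GTP hydrolysis; strong numbers were not always called active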
# Dengue-2 NS5 capping: Dengue-2 NS5 methyltransferase inhibitors, primary screen, biochemical, confirmation dose response (AID 588689). inhibition, % at 25 µM, or IC50 in µM where a hit was titrated. Genome polyprotein (Dengue virus type 2 (strain 16681-PDK53)). Dengue-2 NS5 methyltransferase capping enzyme assay, biochemical; higher % means a stronger effect. actives 0.3% (n = 340,000); in the data active means a potency from the dose series; inconclusive means inhibition above about 29% without an active follow-up result
# AID2073: inhibitors of Mint1-CaV2.2 protein interaction, biochemical, HTRF (AID 2073) | Voltage-dependent N-type calcium channel subunit alpha-1B (Homo sapiens) | HTRF protein-protein interaction, Mint1-CaV2.2; higher % means a stronger effect | inhibition, % at 20 µM; hits with a dose series show IC50 in µM | actives 0.19% (n = 290,000); in the data active means inhibition mostly above about 51%, no sharp cut-off; inconclusive means no clear call, values can overlap the other calls; inactive means mostly below about 53%; further: some results filed as inactive read as strong as hits
# GPR55 beta-arrestin: GPR55 agonists via beta-arrestin recruitment, primary screen, imaging, U2OS cells, beta-arrestin-GFP redistribution (AID 1961). actives 0.048% (n = 290,000). U2OS GPR55 beta-arrestin-GFP redistribution imaging; higher % means a stronger effect. activation, % at 10 µM; hits with a dose series show EC50 in µM. G-protein coupled receptor 55 (Homo sapiens);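 active means activation above 40% with more than 50 cells counted in the well; inconclusive means wells holding fewer than 50 cells, flagged as toxic or sparse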;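 further: U2OS osteosarcoma cells stably expressing GPR55 and beta-arrestin-GFP; plate controls were DMSO negative control for no effect and LPI positive control for full effect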
# GPR55 antagonists: GPR55 antagonists blocking LPI-driven arrestin recruitment, primary screen, imaging, U2OS, beta-arrestin-GFP, LPI agonist (AID 2013); U2OS GPR55 beta-arrestin-GFP translocation imaging, LPI antagonism; higher % means a stronger effect; actives 0.13% (n = 290,000); G-protein coupled receptor 55 (Homo sapiens); one-dose inhibition, % at 10 µM; IC50 in µM for titrated hits;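 active means spots per cell inhibited over 60%, with over 100 cells counted and total cytoplasm intensity under 500,000; inconclusive means wells with under 100 cells, flagged as likely toxic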;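 further: U2OS cells stably carrying GPR55 and arrestin-GFP stimulated by 5 µM LPI near EC80; imaged beta-arrestin-GFP aggregate spots per cell after agonist stimulation; plate controls were LPI-stimulated DMSO wells for no effect and DMSO wells without LPI for full effect; some results filed as inactive read as strong as hits; confirmed hits need IC50 under 10 µM and bright autofluorescent wells are also inconclusive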
# NTR1 agonist cell count 20 µM: further read-out of NTR1 agonist, marked with its call; cell count; measured here: cell count, cytotoxicity flag
# Dengue-2 NS5 capping pilot replicate: also measured in Dengue-2 NS5 capping; calls as there; inhibition, %; measured here: pilot screen replicate inhibition
# The depositor's hits bear a star; i = inactive; ? = inconclusive; · = no result given.
SMILES,Yfh1-depleted yeast,SV40 large T antigen,NTR1 agonist,NTR1 agonist cell count 20 µM,GPR35 arrestin U2OS,Rac1 GTP hydrolysis,Dengue-2 NS5 capping,AID2073,GPR55 beta-arrestin,GPR55 antagonists,others
Cc1cc(OCC(O)CN2CCc3ccccc3C2)ccc1Cl (stereo not drawn),·,22%,1.2,62,-4%,9%,0%,-8%,0.0%,0%,Dengue-2 NS5 capping pilot replicate=1.5
S=C(NCCN1CCOCC1)Nc1ccc(Cl)c(Cl)c1,i,6%,0.0,82,2%,1%,-15%,-4%,-0.1%,-13%,
O=C(c1cccc(C(F)(F)F)c1)N1CCc2c([nH]c3ccccc23)C1C(F)(F)F (stereo not drawn),i,14%,6.4,45,-9%,-4%,-2%,7%,-0.2%,3%,
Cc1[nH]nc2c1C(c1ccccn1)N(c1ccc(Br)cc1)C2=O (stereo not drawn),i,3%,-0.3,79,-5%,5%,-5%,5%,-0.1%,-8%,
CCN(CC)S(=O)(=O)c1ccc(NC(=S)Nc2ccc(F)cc2)cc1,·,6%,0.9,48,-5%,11%,1%,-3%,-0.1%,0%,
Cc1c(N=Cc2ccccn2)c(=O)n(-c2ccccc2)n1C,i,4%,1.6,60,-2%,22%,1%,3%,-0.1%,-1%,
Cc1ccc(C(=O)Nc2cccc(C(=O)N/N=C/c3ccc(F)cc3)c2)cc1,·,34%,1.6,47,1%,7%,2%,-14%,0.3%,4%,
O=C(NCc1ccc(F)cc1)C(=O)Nc1nc(C23CC4CC(CC(C4)C2)C3)cs1,i,2%,2.2,69,15%,7%,1%,-26%,-0.2%,-6%,
CC1CCc2c(C(=O)OCC(=O)Nc3cccc(S(=O)(=O)N4CCCCCC4)c3)csc2C1 (stereo not drawn),i,4%,2.5,52,2%,-2%,-4%,5%,0.7%,-2%,
COc1ccccc1N1CCN(C(=O)c2cc3ccccc3[nH]2)CC1,·,-4%,-0.1,66,5%,10%,3%,10%,0.4%,7%,Dengue-2 NS5 capping pilot replicate=1.8
Cc1noc(C)c1COC(=O)Cn1c(C)nc2ccccc21,i,5%,0.4,61,-19%,6%,3%,-1%,0.0%,1%,
c1ccc2[nH]c(NCCN3CCOCC3)nc2c1,i,14%,-0.2,36,12%,4%,-3%,-10%,-0.1%,5%,
COC(=O)c1cccnc1NC(=S)NC1CCCCC1,i,4%,3.4,58,-3%,3%,-9%,-14%,-0.1%,6%,
Cc1cc([N+](=O)[O-])nn1CC(=O)Nc1c(C)n(C)n(-c2ccccc2)c1=O,i,19%,1.7,61,11%,-5%,-11%,-4%,0.0%,-6%,
Cc1nn2c(COc3ccc(NC(=O)C(C)C)cc3)nnc2c2ccccc12,i,2%,4.6,76,-11%,8%,-1%,-4%,0.0%,-10%,
CCOc1ccc(CN=C(N)N=C(N)N)cc1Cl,i,0%,0.3,47,12%,6%,11%,4%,0.0%,-9%,
CC(=O)N(CCCN(C)C)Cc1ccccn1,i,8%,0.3,44,-2%,12%,2%,25%,-0.2%,-6%,
Nc1c(C(=O)Nc2nccs2)sc2nc(-c3cccs3)cc(C(F)(F)F)c12,·,7%,-2.2,44,14%,11%,1%,-4%,0.3%,10%,
COCCCN1C(=O)C(=O)/C(=C(/O)c2ccc(C)cc2)C1/C=C/c1ccccc1 (stereo not drawn),i,8%,1.5,63,1%,5%,0%,-5%,-0.4%,2%,
Cc1ccc2nc(C3CCN(CC(=O)Nc4ccc5c(c4)OCCO5)CC3)[nH]c2c1,i,1%,-1.6,49,3%,11%,0%,0%,0.2%,11%,
COCCCn1nnnc1SCC(=O)Nc1ccc2c(c1)OCCO2,i,5%,-0.3,43,5%,3%,-8%,7%,0.3%,-7%,
O=C(O)C[C@H]1c2ccccc2S(=O)(=O)N1C1CCCC1,i,18%,0.7,88,·,4%,-12%,·,·,·,
c1ccc(NCC2OCc3ccccc3CO2)cc1,i,21%,5.2,71,12%,3%,-1%,-7%,-0.2%,-5%,
Cc1ccc(/C=C/C(=O)NCCCc2ccccc2)cc1,i,3%,0.5,45,-8%,6%,2%,1%,-0.3%,-3%,
CC(C)NC(=O)N1CCOCCOCCN(C(=O)NC(C)C)CCOCCOCC1,i,-2%,·,·,6%,-2%,-1%,0%,0.0%,3%,
# (listing goes on)
SMILES,Yfh1-depleted yeast,SV40 large T antigen,NTR1 agonist,NTR1 agonist cell count 20 µM,GPR35 arrestin U2OS,Rac1 GTP hydrolysis,Dengue-2 NS5 capping,AID2073,GPR55 beta-arrestin,GPR55 antagonists,others
CC[C@@]12C(=O)N(c3ccccc3)C(=O)N1[C@H](c1ccc(Br)cc1)[C@@H]1C(=O)N(C(C)(C)C)C(=O)[C@@H]12,·,9%,-0.5,58,·,4%,-5%,·,·,·,
Cc1[nH]c2ccccc2c1SCc1nnc(SCc2ccc(Cl)cc2)n1C,i,5%,6.5,48,7%,7%,-4%,-3%,0.6%,9%,
CN(C)S(=O)(=O)NCCNC(=O)c1cc(OCC(F)(F)F)ccc1OCC(F)(F)F,i,2%,-0.7,81,1%,12%,-2%,15%,0.5%,-4%,
COCCN(CCOC)c1cc(C)c(C#N)c2nc3ccccc3n12,i,19%,-0.9,59,-5%,4%,-7%,20%,-0.1%,-6%,
COc1ccc(N=CC2=C(O)CC(C)(C)CC2=O)cc1,i,28%,-0.4,69,-3%,10%,-3%,-2%,-0.3%,16%,
Cc1ccc(CNC(=O)CCc2nnc3ccc(NCCCN4CCCC4=O)nn23)cc1,·,6%,-0.5,48,0%,1%,-2%,6%,-0.1%,-6%,
CN(Cc1ccccc1)C(=O)C1CCCN(c2ncnc3c2nc2n3CCCCC2)C1 (stereo not drawn),·,4%,2.4,68,-19%,-4%,-2%,-3%,-0.1%,-10%,
COc1cccc(C(C(=O)NC2CCCC2)N(CC2CCCO2)C(=O)Cc2cccs2)c1 (stereo not drawn),i,13%,0.7,42,-14%,2%,0%,13%,0.2%,1%,
COc1ccc(C(=O)OCn2nnc3ccccc3c2=O)cc1,i,9%,2.1,49,0%,7%,1%,9%,0.2%,-9%,
O=C(O)COc1ccccc1/C=N/NC(=O)c1cc(-c2ccc(Cl)cc2)nc2ccccc12,i,9%,-0.4,58,-8%,18%,39µM*,54%,-0.7%,-1%,
Cc1nc(CS(=O)(=O)c2ccc(Cl)cc2)cc(Sc2ccccc2Cl)n1,i,9%,1.4,64,-6%,3%,-4%,4%,-0.4%,11%,
COc1ccc(CNC(=O)C2CCC(=O)N(CC3CCCCC3)C2)cc1 (stereo not drawn),·,11%,0.9,70,2%,9%,3%,12%,0.0%,6%,
Cc1cc2c(C)nc(Cc3ccccc3)nc2o1,i,4%,-0.3,43,-1%,13%,-6%,10%,0.1%,0%,
Cc1ccc(NC(=O)CSc2nnc(-c3ccco3)o2)cc1,i,6%,3.8,60,-17%,0%,-4%,2%,0.1%,4%,
Cc1c(Cl)c(C(=O)NNC(=S)NCc2ccco2)nn1C,i,11%,-0.3,98,-4%,7%,-11%,44%,-0.1%,3%,
CSc1cccc(NS(=O)(=O)c2cn(C)cn2)c1,·,13%,2.5,43,3%,6%,7%,?,-0.2%,3%,
O=C(O)c1c[nH]c2c(C(F)(F)F)cccc2c1=O,i,4%,-0.3,87,-3%,4%,1%,-5%,0.0%,-6%,Dengue-2 NS5 capping pilot replicate=-2.4
COc1cc(CNc2ccc3[nH]c(=O)[nH]c3c2)cc(Cl)c1OCC(=O)NC(C)(C)C,i,18%,2.5,39,-5%,27%,-3%,52%*,-0.3%,-4%,
Cc1[nH]c2ccccc2c1/C=N/NC(=O)c1cc(C(C)(C)C)[nH]n1,i,12%,1.2,56,-2%,·,·,8%,-0.1%,-4%,
Oc1ccc(N2CCN(Cc3nc4ccccc4[nH]3)CC2)cc1,·,?,-0.2,33,4%,?,-4%,-47%,0.2%,12%,
COC(=O)[C@@H]1Cc2c([nH]c3ccccc23)C(C)N1C(=O)c1ccccc1 (stereo partly drawn),·,3%,2.9,94,1%,-4%,3%,2%,0.0%,-8%,
COc1ccc(Nc2nc3ccc(C)cc3cc2C#N)c(OC)c1,i,4%,6.9,45,-1%,1%,24%,11%,1.3%,1%,
Cc1ccc(NC(=O)c2ccco2)c(NC(=O)COc2ccccc2)c1,·,9%,0.7,51,4%,-1%,8%,13%,0.3%,7%,
CCN1CCN(C(c2cccs2)C(C)NC(=O)c2ccccc2)CC1 (stereo not drawn),i,0%,-0.1,88,-8%,-5%,-3%,-2%,0.6%,9%,
COc1cc(C(=O)NCC(c2cccnc2)N2CCN(c3ccccc3)CC2)cc(OC)c1OC (stereo not drawn),i,7%,2.8,51,-3%,6%,-1%,-3%,-0.1%,3%,
Nc1ccnc(Oc2ccc(F)cc2)c1,i,5%,1.5,76,17%,9%,2%,5%,0.0%,3%,
Cc1ccc(C(=O)O/N=C2\CC3CCC2(C)C3(C)C)cc1 (stereo not drawn),i,19%,4.0,93,-6%,-4%,2%,-5%,0.0%,5%,
CCOc1ccc2[nH]c(=O)c(CN(Cc3nnnn3CCc3ccccc3)CC3CCCO3)cc2c1 (stereo not drawn),i,18%,4.5,50,-9%,16%,-6%,6%,0.1%,13%,
Cc1cccc(OCc2nnc(SC(C)C(=O)O)n2Cc2ccccc2)c1 (stereo not drawn),i,·,-0.3,98,7%,2%,-10%,0%,-0.1%,14%,

# Structures above containing bromine:
SMILES,Yfh1-depleted yeast,SV40 large T antigen,NTR1 agonist,NTR1 agonist cell count 20 µM,GPR35 arrestin U2OS,Rac1 GTP hydrolysis,Dengue-2 NS5 capping,AID2073,GPR55 beta-arrestin,GPR55 antagonists,others
Cc1[nH]nc2c1C(c1ccccn1)N(c1ccc(Br)cc1)C2=O (stereo not drawn),i,3%,-0.3,79,-5%,5%,-5%,5%,-0.1%,-8%,
CC[C@@]12C(=O)N(c3ccccc3)C(=O)N1[C@H](c1ccc(Br)cc1)[C@@H]1C(=O)N(C(C)(C)C)C(=O)[C@@H]12,·,9%,-0.5,58,·,4%,-5%,·,·,·,

# Outcome played no part in choosing rows (roughly 1.7% active in at least one column).
